HTR5A ag ctr: counter-screen for OPRM1-OPRD1 agonists: human HTR5A agonism; AID 504692; P47898; HTR5A agonist assay, luminescence, cell-based; activation, % at 9.3 µM; hit rate 0.61% among 340,000; in the data active = activation mostly above about 9.5%, no sharp cut-off; inactive = mostly below about 7.6%;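 note: 0% = cells with vehicle only and 100% = reference agonist; strong numbers were not always called active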
PKA-R1A act: activates the PKA-R1A holoenzyme complex; PKA-R1A dissociation, Cy5-IP20 fluorescence polarization; scaled: DMSO 0%, 113 µM cGMP 100%; hit rate 0.083% among 340,000; activation, % at 11.4 µM;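 active = percent activation above the mean of all tested compounds plus 3 SD, cut at about 19% in these data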;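 note: higher means more PKAc released from R1A so a rise in polarization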
Tat export inh: inhibitors of E. coli Tat protein transport; E. coli MC4100 TorA-mCherry Tat export, fluorescence; inhibition, % at 10 µM; hit rate 0.036% among 340,000;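 active = mean replicate inhibition at least 50% and at least half of replicates individually reaching 50%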;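 note: exported cargo escapes ClpAP degradation while cytoplasmic cargo is degraded and loses fluorescence; 0% = median of neutral control wells and 100% = median of NaSCN control wells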
DAGLB inh: blocks human DAGLB lipase activity; Q8NCG7; HEK293T DAGLB membrane lysate, EnzChek fluorogenic substrate; inhibition, % at 5.17 µM; hit rate 0.059% among 340,000; in the data active = inhibition above about 34%;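 note: 0% = enzyme with vehicle and 100% = wells lacking enzyme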
phage Ecoli inh: E. coli growth loss with phage present; growth absorbance; inhibition, % at 11.9 µM; hit rate 0.26% among 360,000; AID 651602; in the data active = inhibition above about 11%
HTR5A inv ctr: counter-screen for OPRM1-OPRD1 inverse agonists: human HTR5A inverse agonism | P47898 | HTR5A cell line, luminescence | inhibition, % at 9.3 µM | hit rate 0.083% among 340,000 | AID 504634; in the data active = inhibition mostly above about 23%, no sharp cut-off; inactive = mostly below about 18%;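 note: 0% = cells with DMSO and 100% = no-cell wells with DMSO; some compounds called inactive have numbers as strong as hits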
CDK5 inh: CDK5/p35 (human) kinase inhibition. inhibition, % at 10 µM. AID 488839. hit rate 0.01% among 330,000. Q00535+Q15078. Recombinant CDK5/p35, ADP-Glo luminescence, 60 min;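 active = highest replicate inhibition of at least 50% and at least 75% of replicates reaching 50%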;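 note: plate controls were DMSO neutral control for no effect and GW8510 at 10 µM for full effect; many of its hits are not listed in these tables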
PKA-R2B act: activators of human PKA-R2B complex | PKA-R2B holoenzyme dissociation, Cy5-IP20 fluorescence polarization; R2B truncated from residue 108, S112A mutant; 0% DMSO only, 100% 113 µM cGMP | activation, % at 11.4 µM | hit rate 0.079% among 340,000 | AID 504700;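 active = activation above a cutoff set at the mean over all compounds plus 3 SD, cut at about 18% in these data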;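 note: higher means more holoenzyme dissociation and a rise in polarization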
Target sequence (P31323 whole entry, looked up, other chains not shown, the tested form may be a part): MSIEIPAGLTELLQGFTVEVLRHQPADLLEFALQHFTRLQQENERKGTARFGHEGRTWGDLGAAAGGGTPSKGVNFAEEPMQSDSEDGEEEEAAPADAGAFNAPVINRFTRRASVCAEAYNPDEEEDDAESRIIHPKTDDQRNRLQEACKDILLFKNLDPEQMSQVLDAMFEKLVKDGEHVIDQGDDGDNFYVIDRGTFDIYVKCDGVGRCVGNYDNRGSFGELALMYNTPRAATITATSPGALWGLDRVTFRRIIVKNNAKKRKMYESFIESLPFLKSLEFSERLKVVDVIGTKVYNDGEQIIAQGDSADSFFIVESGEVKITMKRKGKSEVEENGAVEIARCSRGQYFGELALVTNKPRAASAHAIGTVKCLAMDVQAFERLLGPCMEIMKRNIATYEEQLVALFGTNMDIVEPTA
Ecoli viability: reduces bacterial viability in AddAB counter-screen | E. coli V3065 growth, OD600 absorbance, 18 h | inhibition, % at 11.9 µM | hit rate 0.27% among 330,000 | AID 449728;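 active = inhibition above the campaign's mean inhibition across all tested compounds plus 3 SD, cut at about 9.9% in these data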;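 note: uninfected addAB+ strain grown without phage in ampicillin broth; 0% = DMSO wells and 100% = ciprofloxacin 0.95 µg/ml wells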
Mot1-301 SUMO: SUMOylation pathway inhibition by Mot1-301 growth rescue; growth rescue, % at 18.8 µM; S. cerevisiae Mot1-301 growth rescue, ATP luminescence, 38.5C; percent above DMSO median, 100 means doubled; hit rate 1% among 320,000;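 active = every valid replicate shows activation above 250% relative to neutral control wells; inactive = the rest, any valid replicate at or below 250%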;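 note: OY570 slx delta 5 strain wells were the positive control but not used for scaling; some compounds called inactive have numbers as strong as hits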
AddAB inh: less growth of phage-infected E. coli with AddAB; E. coli expressing H. pylori AddAB, absorbance growth; hit rate 0.29% among 330,000; AID 435030; inhibition, % at 11.9 µM; in the data active = inhibition above about 12%;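 note: 0% = vehicle wells of infected cells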
An asterisk follows results filed as active; · = no result given.

1) O=c1c2ccc([N+](=O)[O-])cc2ncn1Cc1ccccc1C(F)(F)F
2) CCc1c(C(=O)NN2C(=O)C3CCCCC3C2=O)csc1C (stereo not drawn)
3) CN1/C(=C\C(=O)C[n+]2cccc(Br)c2)C(C)(C)c2ccccc21
4) CCc1cc2c(N3CCN(C(=O)c4ccco4)CC3)ncnc2s1
5) Cc1ccccc1C(=O)Nc1ccccc1NC(=O)c1ccccc1Br
6) CC(C)(C)N(NC(=O)OCc1ccccc1)C(=O)c1ccccc1
7) O=C(NCCc1cnc[nH]1)c1ccc(-c2ccccc2)cc1
8) COc1cc(NC(=S)N2CCN(C(=O)c3ccco3)CC2)c(OC)cc1Cl
9) COCCCn1c(C(=O)Nc2ccc3c(c2)OCO3)cc2c(=O)n3ccccc3nc21
10) CCOC(=O)COn1c(=O)c(-c2cccs2)[n+]([O-])c2ccccc21

Compound	1	2	3	4	5	6	7	8	9	10
Ecoli viability	0.8	1.2	0.1	-0.5	1.2	0.3	1.2	-0.1	2.3	-1.9
CDK5 inh	-0.6	-0.5	-0.7	1.6	0.8	2.3	1.3	1.7	0.8	-0.1
PKA-R1A act	-6	-3	-5	-3	-3	2	2	-5	1	7
phage Ecoli inh	3.5	3.2	2.6	1.7	5.6	1.8	3.3	3.7	0.2	1.2
AddAB inh	3.1	2.1	2.5	1.4	2.1	-0.7	1.7	0.1	2.5	1.7
DAGLB inh	-2	3	2	-2	-1	-2	0	2	2	1
Tat export inh	1	-5	8	3	-1	1	4	-5	1	1
PKA-R2B act	-1	-5	-9	4	-2	-10	-5	-7	-4	-8
Mot1-301 SUMO	-5	-15	8	13	-16	0	-8	·	10	16
HTR5A ag ctr	0	-2	-4	2	6	-2	2	0	-1	1
HTR5A inv ctr	23	9	9	-6	-21	6	-9	14	-5	-10

11) CCc1nc2sc3c(c2c(=O)n1N)CCC3
12) C#CNC(=O)C1(CC=C)CCNCC1
13) NC(=O)N/N=C/c1cn(-c2ccccc2)nc1-c1ccccc1
14) C[C@H](NC(=O)NC1CCCc2ccccc21)C(=O)O (stereo partly drawn)
15) COc1cccc(N2CCC(N3CCN(C)C(CCO)C3)CC2)c1 (stereo not drawn)
16) O=c1c(C(c2nnnn2C2CCCCC2)N2CCCCC2)coc2ccc(Cl)cc12 (stereo not drawn)
17) NC(=O)C1(C(N)=O)OC1c1ccc(Cl)c(Cl)c1 (stereo not drawn)
18) Cc1ccccc1C(=O)NCCCc1ccccc1
19) O=C(Cc1c[nH]c2ccccc12)Nc1nc2ccccc2[nH]1
20) N#Cc1sc2nc3c(c(-c4ccco4)c2c1N)CCCC3

Compound	11	12	13	14	15	16	17	18	19	20
Ecoli viability	-0.8	-1.5	-1.3	0.8	-1.3	-0.8	-2.0	1.5	-2.6	0.1
CDK5 inh	-0.1	0.5	0.9	0.6	-1.3	-2.7	0.5	-1.0	-0.1	0.6
PKA-R1A act	4	-3	-4	8	0	-1	-1	-5	1	0
phage Ecoli inh	2.8	2.6	1.1	·	-0.7	0.1	0.8	2.8	1.6	0.4
AddAB inh	-0.5	0.5	1.7	3.5	0.2	-1.1	-3.0	3.8	-1.3	0.0
DAGLB inh	1	-1	2	0	1	5	-1	0	3	-1
Tat export inh	3	2	-2	0	12	-3	3	20	5	3
PKA-R2B act	-3	-3	-6	6	-7	-12	4	-14	14	-3
Mot1-301 SUMO	28	7	-10	5	110	53	-4	17	13	·
HTR5A ag ctr	-1	3	3	0	1	0	-1	0	3	6
HTR5A inv ctr	-2	-13	0	-8	-7	0	-25	-3	-13	-20

In another format: nine of the compounds above.
cpd	SMILES	Ecoli viability	CDK5 inh	PKA-R1A act	phage Ecoli inh	AddAB inh	DAGLB inh	Tat export inh	PKA-R2B act	Mot1-301 SUMO	HTR5A ag ctr	HTR5A inv ctr
12	C#CNC(=O)C1(CC=C)CCNCC1	-1.5	0.5	-3	2.6	0.5	-1	2	-3	7	3	-13
13	NC(=O)N/N=C/c1cn(-c2ccccc2)nc1-c1ccccc1	-1.3	0.9	-4	1.1	1.7	2	-2	-6	-10	3	0
14	C[C@H](NC(=O)NC1CCCc2ccccc21)C(=O)O (stereo partly drawn)	0.8	0.6	8	·	3.5	0	0	6	5	0	-8
15	COc1cccc(N2CCC(N3CCN(C)C(CCO)C3)CC2)c1 (stereo not drawn)	-1.3	-1.3	0	-0.7	0.2	1	12	-7	110	1	-7
16	O=c1c(C(c2nnnn2C2CCCCC2)N2CCCCC2)coc2ccc(Cl)cc12 (stereo not drawn)	-0.8	-2.7	-1	0.1	-1.1	5	-3	-12	53	0	0
17	NC(=O)C1(C(N)=O)OC1c1ccc(Cl)c(Cl)c1 (stereo not drawn)	-2.0	0.5	-1	0.8	-3.0	-1	3	4	-4	-1	-25
18	Cc1ccccc1C(=O)NCCCc1ccccc1	1.5	-1.0	-5	2.8	3.8	0	20	-14	17	0	-3
19	O=C(Cc1c[nH]c2ccccc12)Nc1nc2ccccc2[nH]1	-2.6	-0.1	1	1.6	-1.3	3	5	14	13	3	-13
20	N#Cc1sc2nc3c(c(-c4ccco4)c2c1N)CCCC3	0.1	0.6	0	0.4	0.0	-1	3	-3	·	6	-20

The listing continues.
21) CCCn1cnc2c(SCc3ccc(Cl)cc3)nc(N)nc21
22) COc1cc(C(C)=O)ccc1OCC(=O)Nc1ccc2nc(C)sc2c1
23) O=C(O)c1cccc(-n2cccc2/C=C2/NC(=O)N(c3cccc(Cl)c3)C2=O)c1
24) CCCn1c(NCc2cc(C)ccc2O)nc2ccccc21

Compound	21	22	23	24
Ecoli viability	·	-0.3	-1.1	2.9
CDK5 inh	1.5	-6.5	-1.1	-1.3
PKA-R1A act	-5	-6	1	5
phage Ecoli inh	2.2	1.4	4.7	7.4
AddAB inh	·	0.3	-2.3	2.8
DAGLB inh	1	-1	8	0
Tat export inh	1	15	1	-1
PKA-R2B act	2	1	7	2
Mot1-301 SUMO	·	-1	34	-6
HTR5A ag ctr	0	-1	0	2
HTR5A inv ctr	0	2	-8	-30

High-throughput results from PubChem BioAssay.
